# Compound activity as filed in PubChem BioAssay.
# PAFAH1B3 inh: PAFAH1B3 enzyme inhibitors, primary screen, biochemical, fluorescence polarization, human; Platelet-activating factor acetylhydrolase IB subunit alpha1 (Homo sapiens), Q15102; recombinant PAFAH1B3, FP-rhodamine probe; inhibition, % at 3.39 µM; 340,000 tested, 0.28% active;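 active means inhibition above the screen-wide average of all tested compounds plus 3 SD, cut at about 25% in these data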;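 further: 0% = enzyme with DMSO only and 100% = wells lacking PAFAH1B3 protein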
# Target sequence (Q15102 whole entry, looked up): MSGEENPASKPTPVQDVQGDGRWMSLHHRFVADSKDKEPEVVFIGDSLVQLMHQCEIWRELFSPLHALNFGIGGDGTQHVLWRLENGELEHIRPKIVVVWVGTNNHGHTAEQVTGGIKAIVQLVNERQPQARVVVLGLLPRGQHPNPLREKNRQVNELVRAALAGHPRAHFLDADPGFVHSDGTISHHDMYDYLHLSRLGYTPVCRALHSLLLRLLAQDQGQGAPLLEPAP
# PAFAH2 FP inh: PAFAH2 enzyme inhibitors, primary screen, biochemical, fluorescence polarization, human. 340,000 tested, 0.99% active. inhibition, % at 3.39 µM. recombinant PAFAH2, FP-rhodamine activity probe. Platelet-activating factor acetylhydrolase 2, cytoplasmic (Homo sapiens), Q99487;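 active means inhibition above the mean over all tested compounds plus 3 SD, cut at about 30% in these data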;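 further: inhibitors block probe labeling of enzyme so polarization drops; 0% = enzyme with DMSO and 100% = wells lacking PAFAH2 protein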
# PAFAH1B2 inh: PAFAH1B2 enzyme inhibitors, primary screen, biochemical, fluorescence polarization, human | recombinant PAFAH1B2, FP-rhodamine activity probe | inhibition, % at 3.39 µM | 340,000 tested, 1.2% active;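 active means inhibition above the mean of all tested compounds plus 3 SD, cut at about 24% in these data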;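 further: 0% = enzyme with DMSO and 100% = wells lacking PAFAH1B2; many of its hits are not listed in these tables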
# Target sequence (P68402 whole entry, looked up): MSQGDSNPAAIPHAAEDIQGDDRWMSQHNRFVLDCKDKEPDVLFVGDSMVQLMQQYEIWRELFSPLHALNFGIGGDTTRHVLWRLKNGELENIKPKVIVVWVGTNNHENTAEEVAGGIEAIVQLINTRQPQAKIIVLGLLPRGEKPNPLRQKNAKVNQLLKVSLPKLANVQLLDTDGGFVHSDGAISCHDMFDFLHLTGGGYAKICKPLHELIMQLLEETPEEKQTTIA
# An asterisk follows results filed as active.
PAFAH1B3 inh,Compound,PAFAH2 FP inh,PAFAH1B2 inh
1,C=CCn1cnnc1SCC(=O)NCC1COc2ccccc2O1 (stereo not drawn),9,-1
7,COc1ccc(-c2cnnc(N/N=C/c3ccc(-c4ccc([N+](=O)[O-])cc4)o3)n2)cc1,21,1
4,COc1ccccc1NC(=O)c1ccc(NC(=O)C2CC2)cc1,-1,4
6,CC(=O)c1ccccc1NC(=O)COC(=O)C1=NN(c2ccccc2)C(=O)CC1,13,2
7,CCN1CCN(c2nc(C)nc3c2sc(=S)n3C)CC1,2,-2
-1,Cc1ccc(S(C)(=O)=O)cc1C(=O)OCC(=O)N1CCCC1=O,2,4
1,COC(=O)c1ccc(-n2nnnc2SCC(=O)Nc2ccccc2C(=O)OC)cc1,-5,-1
2,NC(=O)[C@@H]1CCCN1C(=O)c1cc(COc2ccc3c(c2)CCCC3)on1,0,3
4,Cc1ccc(C)c(S(=O)(=O)N2CCN(C(=O)CCC(=O)NCc3ccc(Cl)cc3Cl)CC2)c1,12,3
6,O=C(CCc1nc2ccccc2c(=O)[nH]1)NCCN1C(=O)S/C(=C\c2ccc(OC(F)F)cc2)C1=O,1,0

# New compounds follow
PAFAH1B3 inh,Compound,PAFAH2 FP inh,PAFAH1B2 inh
2,CCCn1c(C)cc(/C=C(\C#N)C(=O)OCC(=O)N(CC)c2c(N)n(Cc3ccccc3)c(=O)[nH]c2=O)c1C,1,-1
6,O=C(O)CCCN1C(=O)/C(=C\c2ccco2)SC1=S,10,-1
-4,CC(=O)Nc1ccc(NC(=O)c2cc(S(=O)(=O)N3CCCCC3)ccc2N2CCOCC2)cc1,7,0
14,COc1ccc2c(c1)N(C[C@H](C)CN(C)C)c1ccccc1S2,-11,2
-20,CCOC(=O)c1sc2nc3c(SCCC(=O)O)cc(C(=O)c4cc(OC)ccc4O)cn3c(=O)c2c1C,-12,-16
-6,O=[N+]([O-])c1cc(C=NN2CCCCCC2)ccc1Cl,3,7
3,COC(=O)c1[nH]c2cc(OC)ccc2c1NC(=O)CCN1CCN(Cc2ccc3c(c2)OCO3)CC1,-5,5
6,COc1ccc(C(CNC(=O)c2nn(-c3ccccc3)c(=O)c3ccccc23)N2CCOCC2)cc1 (stereo not drawn),-3,-1
5,Cc1cc(C(=O)O)ccc1-c1ccc(/C=C2\SC(=O)N(CC(=O)Nc3ccc4c(c3)OCO4)C2=O)o1,-2,-5
2,CCCCCCCn1c2c(c(=N)c3c1CCC3)CCCC2,0,6

# Next records follow.
PAFAH1B3 inh,Compound,PAFAH2 FP inh,PAFAH1B2 inh
-2,c1ccc(NCCC2OCC3(CO2)COC(CCNc2ccccc2)OC3)cc1 (stereo not drawn),6,4
-2,Cc1nn(-c2ccccc2)c(C)c1/C=N/NC(=O)c1ccccc1O,-2,-3
1,CC(Cc1ccccn1)NC(=O)c1ccc(OC2CCN(CCc3ccccc3)CC2)cc1 (stereo not drawn),3,-2
3,Cn1c2nc(=O)[nH]c(=O)c-2cc2ccccc21,7,6
7,COc1cccc(CCC2C(=O)CCCC2=O)c1,7,5
3,CCCCNC1(C#N)CCN(Cc2ccccc2)CC1,-9,1
12,Cc1c(CCCl)c(Cl)n2c(nc3ccccc32)c1C#N,3,6
2,C[C@@H]1NC(=O)N(c2ccc(F)cc2)C1=O,6,4
-5,CC(=O)NC1C(=O)N(CCc2ccccc2)c2ccc(Br)cc21 (stereo not drawn),-1,4
10,CC1CCCCC1NC(=O)CN1C(=O)c2cccc(N)c2C1=O (stereo not drawn),4,-2

# (continued)
PAFAH1B3 inh,Compound,PAFAH2 FP inh,PAFAH1B2 inh
5,O=C(CCCC(=O)N1CCc2ccccc21)N1CCc2ccccc21,3,2
-1,O=C(C=Cc1ccccc1)N1CCCCC1,4,5
1,CCCNC(=O)CSc1ccc(S(=O)(=O)N2CCCCC2)cn1,-1,10
0,Cc1noc(C)c1COc1ccc(C(=O)OCC(=O)NC(=O)C2COc3ccccc3O2)cc1 (stereo not drawn),0,-4
-5,CC(C)Oc1ccc(C(CCNCc2ccc(O)cc2)c2ccccc2)cc1 (stereo not drawn),1,0
1,COc1ccc(S(=O)(=O)NC(C)C(=O)N2CCCC2)cc1C (stereo not drawn),-2,1
14,CCOc1ccc(S(=O)(=O)N(CC(=O)NN=C2CCN(C)CC2)c2ccc(C)cc2)cc1,1,2
8,Cc1cccc(OCC(=O)NNC(=O)CCc2ccccc2)c1,10,2
10,Cc1cccn2c(=O)c(C=C(C#N)C#N)c(N3CCN(c4ccccc4)CC3)nc12,-6,1
7,O=C(COC(=O)Cn1cc(C(F)(F)F)ccc1=O)Nc1ccc(Br)cc1F,12,2

# The list goes on:
PAFAH1B3 inh,Compound,PAFAH2 FP inh,PAFAH1B2 inh
0,O=C(Cn1cnc2c(cnn2-c2ccc(F)cc2)c1=O)N1CCN(c2ccccc2)CC1,8,1
-4,CCCn1cnc2c(SCc3ccccn3)nc(N)nc21,0,1
-2,CCCS(=O)(=O)N1CCCC(C(=O)NCCCN2CCN(c3cccc(Cl)c3)CC2)C1 (stereo not drawn),-4,0
3,Cc1ccccc1C(=O)N1CCC2CC1c1cc(-c3ccc(F)cc3)ccc12 (stereo not drawn),3,0
4,O=C1CCCCC1(CCc1ccncc1)CCc1ccncc1,2,6
9,Cc1c(N/N=C(\C#N)C(=O)c2ccccc2)c(=O)n(-c2ccccc2)n1C,-3,2
10,Cc1nn(-c2ccc(F)cc2)c(Cl)c1/C=C(/CCC(=O)O)c1nc2ccccc2s1,8,5
5,COc1ccc(NS(=O)(=O)c2cc([N+](=O)[O-])ccc2N/N=C/c2c(C)[nH]c3ccccc23)cc1,-10,2
5,O=C(Nc1ccc2c(c1)nc1n2CCN(C2CCCCC2)C1)c1ccco1,5,10
7,O=C(CSc1nc(O)cc(=O)n1-c1ccccc1)N1CCCCC1,-4,3

# Additional results follow.
PAFAH1B3 inh,Compound,PAFAH2 FP inh,PAFAH1B2 inh
-2,Cc1ccc(NC(=O)CN(C)C(=O)CSc2nc3ccccc3c(=O)n2CCO)cc1,0,5
8,Cc1ccc(-n2cc(-c3ccccc3)c3c(N4CCOCC4)ncnc32)cc1,2,-2
8,O=C1C(Cl)=C(NCCCN2CCOCC2)C(=O)c2ccccc21,7,2
9,CC(C)n1c(CNC(=O)c2ccccc2F)nnc1SCC(=O)NC1CCCCC1,4,-2
9,CC1(C)COC(c2cccc([N+](=O)[O-])c2)OC1,4,3
8,C/C(=N\NC(=O)c1ccc(C)cc1)c1c(C)[nH]n(-c2ccccc2)c1=O,1,1
-1,Nc1cccc(Oc2ccc3c(c2)C(=O)N(CCO)C3=O)c1,-2,2
4,COc1ccc(Br)cc1CNC(=O)Cc1cccs1,-3,5
13,CN(C(=O)CCl)C1CCCc2ccccc21 (stereo not drawn),1,-1
3,Cc1ccc(C)c(N2CCN(c3ncnc4c3cnn4-c3ccccc3)CC2)c1,0,4

# Following part
PAFAH1B3 inh,Compound,PAFAH2 FP inh,PAFAH1B2 inh
12,Cc1ccnc(SC2CC(=O)N(c3ccc(Cl)cc3)C2=O)n1 (stereo not drawn),-2,-5
-7,O=C(/C=C/c1cccc(C(F)(F)F)c1)NNC(=O)c1ccncc1,-2,2
-3,COc1cc(/C=C\C(=O)O)cc(S(=O)(=O)N2CCCCCC2)c1OC,1,-1
3,NC(=O)Cn1cc(/C=N\NS(=O)(=O)c2ccccc2)c2ccccc21,-1,0
8,CCc1ccc(CN(C)C(C)C(=O)NCc2ccccc2)cc1 (stereo not drawn),-2,5
9,Cc1ccc(S(=O)(=O)N2CCC[C@H]2C(=O)Oc2ccccc2)cc1,3,0
4,COc1cccc(NC(=O)CN(C)C(=O)CNC(=O)c2ccc(C)s2)c1,4,0
16,CCC(=O)Nc1nnc(S(=O)(=O)N(C)c2cc(C)cc(C)c2)s1,9,4
0,NC(CSC1(c2ccc(Cl)cc2)c2ccccc2-c2ccccc21)C(=O)O (stereo not drawn),-3,0
4,Cn1cc(Br)c(C(=O)NC2CCCCCC2)n1,1,6

# Next section
PAFAH1B3 inh,Compound,PAFAH2 FP inh,PAFAH1B2 inh
-2,COc1ccc(OC)c(S(=O)(=O)N/N=C(/C)c2c[nH]c3ccccc23)c1,-6,1
0,COc1ccc(NC(=O)CN(C)C(=O)c2ccc(C)c(S(=O)(=O)N3CCCCC3)c2)cc1,9,0
1,Cc1ccc(OCC(=O)O)c(O)c1,4,3
8,COc1ccc(-c2noc(=O)n2Cc2ccc(C#N)cc2)cc1,2,3
5,CC(=O)Nc1cc2c3c(cccc3c1)-c1ccccc1-2,8,0
0,Cc1ccc(SC[C@H](CC(C)C)N2CCN(C)CCC2=O)cc1,2,4
7,Cc1c(C(=O)O)sc(S(=O)(=O)N2CCN(C(=O)Cc3ccccc3)CC2)c1C(=O)O,-1,-4
9,Cc1nc2nc3c(cn2n1)C(=O)CC(C)(C)C3,-9,9
8,O=C(CN(C(=O)c1ccccc1)C(=O)c1ccccc1)OCc1ccccc1,10,7
4,COc1cc(-c2cc(O)c(-c3ccc4ccccc4n3)c(=O)[nH]2)cc(OC)c1OC,1,2

# Next structures.
PAFAH1B3 inh,Compound,PAFAH2 FP inh,PAFAH1B2 inh
2,c1cc(CNCCNCc2ccncc2)ccn1,0,4
-2,O=c1[nH]cnc2c1cnn2Cc1ccccc1Cl,-4,2
3,CN1CCN(C2=NCCO2)CC1,0,6
7,COc1ccc(C(C)C)cc1S(=O)(=O)NCC1CCCO1 (stereo not drawn),7,4
2,CN(Cc1ccccc1)C(=O)CCC1CCN(C(=O)CC2=CCCCC2)CC1,-2,6
-4,CN(C(=O)c1cccc(NC(=O)Cc2ccc(NC(=O)C3CCN(C(=O)c4ccccc4)CC3)cc2)c1)C1CCC1,2,2
8,CC(NC(=O)CN1CCN(c2ccccc2F)CC1)c1ccccc1 (stereo not drawn),2,3
-6,O=C(O)C1CCCN1C(=O)C1CCN(S(=O)(=O)c2cccc(C(F)(F)F)c2)CC1 (stereo not drawn),-1,2
7,CN(C)C(=S)N=c1ssc(=S)n1Cc1cccnc1,9,6
11,O=S(=O)(Nc1nc2ccccc2nc1N1CCN(c2ccccn2)CC1)c1ccc(Cl)cc1,11,6

# Carrying on.
PAFAH1B3 inh,Compound,PAFAH2 FP inh,PAFAH1B2 inh
14,COc1cc2c(cc1OC)C(Cc1ccccc1[N+](=O)[O-])=NCC2,3,3
4,COc1ccc2c(c1)/C(=C/c1cc(OC)c(OC)c(OC)c1)C(=O)N2,6,3
1,CCOC(=O)C1C(=O)C=C(c2ccc(C)cc2)CC1c1ccc([N+](=O)[O-])cc1 (stereo not drawn),-1,-7
6,Cc1cc(C)c(C)c(S(=O)(=O)NC2CCCCC2)c1C,7,3
10,CC(=O)CSc1nc(CCc2ccccc2)c(C#N)c(=O)[nH]1,-2,11
-1,CC(C)CC(=O)N1CC=CC[C@@H](c2ccc(Cl)cc2)N(Cc2ccc(Cl)cc2)C(=O)[C@@H]1Cc1ccccc1,-1,0
2,O=C(NCCOc1ccccc1F)C1CCC(=O)N(CC2CCCCC2)C1 (stereo not drawn),-4,1
6,CCSc1nnc(SCC(=O)c2c(N)n(C)c(=O)n(C)c2=O)s1,5,4
11,COc1ccc(NS(=O)(=O)c2ccc(C(=O)N(C)Cc3cccs3)cc2)cc1,3,3
6,NCC1CCN(c2nc3ccccc3c3c2CCCC3)CC1,-4,2

# The listing continues.
PAFAH1B3 inh,Compound,PAFAH2 FP inh,PAFAH1B2 inh
1,COc1ccc2c(c1)[C@H]1[C@H](CO2)[C@H](c2ccccc2)[C@@]2(C)C(=O)N[C@H](C)C(=O)N12,2,3
1,O=C(Nc1ccc(S(=O)(=O)Nc2ccccc2)cc1)C1CC1,-4,3
2,O=[N+]([O-])c1ccc(COc2ccccc2CN2CCOCC2)cc1,-3,2
0,N#C/C(=C/c1ccc(-c2cccc([N+](=O)[O-])c2)o1)C(=O)Nc1nc(-c2cccs2)cs1,0,-4
8,COCCN(C(=O)c1ccc2c(c1)C(=O)N(c1ccccc1Cl)C2=O)c1c(N)n(CC(C)C)c(=O)[nH]c1=O,10,6
-6,COc1cccc(-c2nc(-c3ccc(NC(=O)Cc4ccccc4OC)cc3)no2)c1,-34,-17
3,CC(=O)OC(C)(CCC(C)(OC(C)=O)C(C)=O)C(C)=O (stereo not drawn),2,-4
12,Nc1nc(N)c2[nH]c(-c3ccccc3)nc2n1,1,1
6,C/C(=N\NC(=O)Cc1c(Cl)cccc1Cl)c1cccnc1,5,5
0,COc1ccc(OCCCC(=O)OCC(=O)Nc2ncc(Cl)cc2Cl)cc1,1,4
4,CCN(CC)C1Oc2cc3c(cc2C(c2cc(OC)c(O)c(OC)c2)C1C)OCO3 (stereo not drawn),-1,3

# A portion of the library; rates above refer to the full screens.
